hiPSC survival: hiPSC single-cell survival enhancement. ATPlite luminescence; 100% = ROCK inhibitor wells, 0% = DMSO. survival enhancement, % at 20 µM. 360,000 compounds, 0.044% hits. AID 602274; in the data active = survival enhancement above about 18%;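 note: cells exposed to compounds for 16 hours before the ATP read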
Cardio protect: modulators protecting cardiomyocytes from myocardial damage | AID 588492 | 360,000 compounds, 0.63% hits | H9c2 cardiomyocytes, H2O2 injury protection, ATPLite, 2 h | protection from H2O2 cell death, % at 20 µM;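 active = compounds giving at least 50% protection of heart cells from peroxide-induced death in the single-dose screen, raw or plate-pattern-corrected value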;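 note: 0% = DMSO wells with peroxide and 100% = DMSO wells without peroxide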
Peg3 promoter: reduces Peg3 promoter-driven luciferase expression in HeLa; 360,000 compounds, 1.7% hits; HeLa PEG-Prom luciferase reporter, luminescence, overnight; AID 588405; inhibition, % at 20 µM;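 active = inhibition of at least 50% at 20 µM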
HTR2A ag: agonists of mouse serotonin 5-HT2A receptor (HTR2A); CHO-K1 mHTR2A beta-arrestin complementation, luminescence; percent of 30 µM serotonin response; activation, % at 7.6 µM; 360,000 compounds, 0.66% hits; AID 624169;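 active = activation above a run cutoff, the mean activation of all tested compounds plus 3 SD, cut at about 14% in these data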;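 note: 0% = plate median of compound wells and 100% = 30 µM serotonin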
Shn3 inh set2: reduces Shn3 3'UTR luciferase signal in osteoblasts. Clone20 osteoblast Shn3 3'UTR firefly luciferase, 24 h. inhibition, % at 12.5 µM. 360,000 compounds, 0.52% hits;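 active = mean inhibition of at least 75% with every replicate also reaching 75%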;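 note: 0% = median of neutral control wells and 100% = pilot-screen positive control compound; some compounds past the cut are filed as inactive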
CaV13 ICDI inh: Disruptors of the CACNA1D IQ motif to Ca2+-dependent inactivation inhibitor domain association, primary screening, Förster resonance energy transfer in intact living … | inhibition, % at 12.3 µM | 340,000 compounds, 0.098% hits | HEK cells, CFP/YFP FRET ICDI-IQ, plate reader, 10 min; percent FRET-ratio fall versus neutral wells;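 active = mean replicate inhibition of at least 30% and at least 1% of replicates passing that level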;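 note: 0% = median of the neutral control wells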
HIF-2a inh: blocks HIF-2a reporter activity | 786-0 RCC cells HIF-2a reporter, luciferase luminescence, overnight | inhibition, % at 18.8 µM | 360,000 compounds, 0.72% hits | AID 624352;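 active = inhibition of the luminescence signal of 40% or more relative to plate controls, in a single-dose primary screen at 18.75 µM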
NR2E3 ag-1: activates human NR2E3 receptor; CHO-S Gal4-NCOR/VP16-NR2E3 two-hybrid, luciferase; inhibition of corepressor binding, % at 3.98 µM; 360,000 compounds, 0.35% hits; AID 602229;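 active = inhibition above the mean of all tested compounds plus 3 SD, cut at about 70% in these data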;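 note: 0% = DMSO with NR2E3 transfected cells and 100% = cells lacking NR2E3 construct; higher means lower luciferase signal from less NR2E3 corepressor binding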
Target sequence (Q9Y5X4 whole entry, looked up, the tested form may be a part): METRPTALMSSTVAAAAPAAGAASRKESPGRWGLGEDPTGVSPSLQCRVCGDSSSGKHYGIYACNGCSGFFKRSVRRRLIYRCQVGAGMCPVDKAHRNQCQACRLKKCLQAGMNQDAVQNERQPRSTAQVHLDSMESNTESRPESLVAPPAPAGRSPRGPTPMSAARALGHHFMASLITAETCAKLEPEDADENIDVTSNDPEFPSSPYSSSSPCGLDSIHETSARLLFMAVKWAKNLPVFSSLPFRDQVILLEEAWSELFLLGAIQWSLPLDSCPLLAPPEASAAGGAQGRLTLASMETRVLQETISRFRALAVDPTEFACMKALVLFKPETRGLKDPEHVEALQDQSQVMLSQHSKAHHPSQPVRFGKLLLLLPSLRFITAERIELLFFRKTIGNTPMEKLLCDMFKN
PDI turbidity: blocks human protein disulfide isomerase activity. P07237. inhibition, % at 10 µM. PDI insulin aggregation turbidity, A650, 90 min. 350,000 compounds, 0.052% hits;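 active = mean inhibition across replicates of 30% or more, whatever share of single replicates reach that level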;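 note: absorbance from insulin aggregation driven by PDI reduction with DTT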
Target sequence (P07237 whole entry, looked up): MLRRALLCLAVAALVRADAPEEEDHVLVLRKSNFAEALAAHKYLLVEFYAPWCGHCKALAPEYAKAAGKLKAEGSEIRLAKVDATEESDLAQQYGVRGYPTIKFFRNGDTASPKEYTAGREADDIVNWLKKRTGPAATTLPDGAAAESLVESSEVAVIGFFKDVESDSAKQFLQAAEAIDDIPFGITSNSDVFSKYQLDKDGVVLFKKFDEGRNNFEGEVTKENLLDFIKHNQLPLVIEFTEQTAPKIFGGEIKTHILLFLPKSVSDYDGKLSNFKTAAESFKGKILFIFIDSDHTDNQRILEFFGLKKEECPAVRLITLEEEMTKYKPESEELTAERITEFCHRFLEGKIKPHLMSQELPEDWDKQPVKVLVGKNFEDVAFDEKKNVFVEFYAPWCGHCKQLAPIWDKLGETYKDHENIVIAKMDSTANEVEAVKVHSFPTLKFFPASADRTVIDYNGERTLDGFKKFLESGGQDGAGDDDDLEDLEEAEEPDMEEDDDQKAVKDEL
TRPM1 prom inh: reduces MITF-dependent TRPM1 promoter luciferase signal; 330,000 compounds, 0.83% hits; inhibition, % at 12.5 µM; AID 488899; SK-MEL-5 TRPM1 promoter luciferase, 24 h;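 active = mean inhibition across replicates of 60% or more, whatever share of single replicates reaches that level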; note: values of inactives mirror those of a sister screen read the other way
NR2E3 ag-2: agonists of human nuclear receptor NR2E3; Q9Y5X4; GST-NR2E3/biotin-RetCOR TR-FRET, 1536-well; inhibition of corepressor binding, % at 4.78 µM; 320,000 compounds, 0.12% hits; AID 2300;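 active = percent inhibition above the cutoff of mean plus 3 SD of all tested compounds, set per screening campaign, cut at about 20% in these data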;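 note: 0% = DMSO wells and 100% = biotin wells as full block of FRET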
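Test system – NR2E3–RetCOR corepressor complex · Quantity – NR2E3 fusion 1.35 nM · Buffer or medium – Tris pH 7.5 · Incubation – Compound–protein incubation for 5 h at 4 °C · Technique – TR-FRET, Eu(K)-anti-GST donor, streptavidin-D2 acceptor, ex 340, em 617/671 nm · Evaluation – percent inhibition of 671/617 nm emission ratio versus biotin and DMSO controls · Plate – 1536-well format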
* hit, by the source's call.

How did O=C(c1ccccc1)C1CCN(C(=O)Nc2ccccc2)CC1 do in these assays?
hiPSC survival: 0.6; Cardio protect: 1; Peg3 promoter: -34; HTR2A ag: 6; Shn3 inh set2: 10; CaV13 ICDI inh: -4; HIF-2a inh: -48; NR2E3 ag-1: -5; PDI turbidity: -4; TRPM1 prom inh: -2; NR2E3 ag-2: 1

What do the screens show for `COc1cccc(OCCOCCN(C)CCO)c1`?
hiPSC survival: -0.4; Cardio protect: -7; Peg3 promoter: 8; HTR2A ag: -1; Shn3 inh set2: -20; HIF-2a inh: 3; NR2E3 ag-1: 1; PDI turbidity: 1; TRPM1 prom inh: -1; NR2E3 ag-2: -2

How did Fc1ccc(-c2nnc(Cc3ccc(Cl)cc3)o2)cc1 do in these assays?
hiPSC survival: -0.6; Cardio protect: 0; Peg3 promoter: -255; HTR2A ag: -3; Shn3 inh set2: -55; CaV13 ICDI inh: -4; HIF-2a inh: -256; NR2E3 ag-1: -33; PDI turbidity: 3; TRPM1 prom inh: -67; NR2E3 ag-2: -2

How did CCOc1nnnc2c1sc1nc(N3CCOCC3)c3c(c12)CCCC3 do in these assays?
hiPSC survival: -1.9; Cardio protect: 40; Peg3 promoter: 19; HTR2A ag: 2; Shn3 inh set2: 19; HIF-2a inh: -11; NR2E3 ag-1: -13; PDI turbidity: -6; TRPM1 prom inh: -4; NR2E3 ag-2: 4

Results for Cc1coc2cc3oc(=O)c(CC(=O)N(C)CC(=O)O)c(C)c3cc12 ?
hiPSC survival: 2.2; Cardio protect: -5; Peg3 promoter: 14; HTR2A ag: -4; Shn3 inh set2: -86; CaV13 ICDI inh: -2; HIF-2a inh: 17; NR2E3 ag-1: -20; PDI turbidity: 0; TRPM1 prom inh: -4; NR2E3 ag-2: 1

Results for CCN=C(Nc1cccc(F)c1)SC1CC(=O)N(c2ccc(OC)cc2)C1=O (centres undefined) ?
hiPSC survival: -0.2; Cardio protect: 7; Peg3 promoter: 19; HTR2A ag: -2; Shn3 inh set2: 7; CaV13 ICDI inh: -9; HIF-2a inh: -1; NR2E3 ag-1: -6; PDI turbidity: 7; TRPM1 prom inh: -4; NR2E3 ag-2: 1

How did Cc1[nH]n(-c2ccccc2)c(=S)c1C=Nc1ccc([N+](=O)[O-])cc1 do in these assays?
hiPSC survival: 1.9; Cardio protect: 25; Peg3 promoter: -6; HTR2A ag: -2; Shn3 inh set2: -16; CaV13 ICDI inh: -1; HIF-2a inh: -1; NR2E3 ag-1: -10; PDI turbidity: -4; TRPM1 prom inh: 7; NR2E3 ag-2: 0

How did CC(C)(C)c1ccc(C(CC(=O)O)NC(=O)C23CC4CC(CC(C4)C2)C3)cc1 (centres undefined) do in these assays?
hiPSC survival: 0.6; Cardio protect: 3; Peg3 promoter: -20; HTR2A ag: 0; Shn3 inh set2: 16; CaV13 ICDI inh: -16; HIF-2a inh: 12; NR2E3 ag-1: 24; PDI turbidity: -4; TRPM1 prom inh: -4; NR2E3 ag-2: 3

How did CCCCN(CCCC)c1ccc(C(=O)c2ccccc2C(=O)O)c(O)c1 do in these assays?
hiPSC survival: 1.7; Cardio protect: 3; Peg3 promoter: -4; HTR2A ag: 1; Shn3 inh set2: 6; CaV13 ICDI inh: -9; HIF-2a inh: 1; NR2E3 ag-1: 50; PDI turbidity: 1; TRPM1 prom inh: 3; NR2E3 ag-2: -1

How did CC1(C)NC(=O)N(CCOCCOc2ccccc2-c2ccccc2)C1=O do in these assays?
hiPSC survival: 0.0; Cardio protect: 2; Peg3 promoter: 6; HTR2A ag: 0; Shn3 inh set2: 9; CaV13 ICDI inh: -4; HIF-2a inh: 4; NR2E3 ag-1: 18; PDI turbidity: 11; TRPM1 prom inh: 9; NR2E3 ag-2: -1

What do the screens show for `COc1ccc(-n2nc(C(=O)NCC(=O)NCCc3ccc(OC)c(OC)c3)c3ccccc3c2=O)cc1`?
hiPSC survival: -0.1; Cardio protect: 6; Peg3 promoter: 17; HTR2A ag: -3; Shn3 inh set2: 0; CaV13 ICDI inh: -3; HIF-2a inh: 15; NR2E3 ag-1: -22; PDI turbidity: -12; TRPM1 prom inh: 10; NR2E3 ag-2: 2

Results for CC(=O)c1cc(CCC(=O)NC2CCCCCC2)oc1C ?
hiPSC survival: 0.0; Cardio protect: -3; Peg3 promoter: 10; HTR2A ag: -6; Shn3 inh set2: 12; CaV13 ICDI inh: -4; HIF-2a inh: 5; NR2E3 ag-1: 15; PDI turbidity: -3; TRPM1 prom inh: -6; NR2E3 ag-2: 1

How did COc1ccc(Br)cc1/C=N/NC(=O)CNC(=O)c1cccnc1 do in these assays?
hiPSC survival: -0.8; Cardio protect: 22; Peg3 promoter: 36; HTR2A ag: -5; Shn3 inh set2: 9; CaV13 ICDI inh: -5; HIF-2a inh: 30; NR2E3 ag-1: 41; PDI turbidity: -2; TRPM1 prom inh: 7; NR2E3 ag-2: 1

How did COc1ccc(C(=O)O)cc1S(=O)(=O)Nc1ccc(N2CCCCC2)cc1 do in these assays?
hiPSC survival: 0.4; Cardio protect: -1; Peg3 promoter: -15; HTR2A ag: 0; Shn3 inh set2: 6; CaV13 ICDI inh: -6; HIF-2a inh: 8; NR2E3 ag-1: -16; PDI turbidity: 0; TRPM1 prom inh: -11

How did Cc1ccc(NC(=O)C2CCN(S(=O)(=O)c3cccc4nonc34)CC2)cc1 do in these assays?
hiPSC survival: -0.1; Cardio protect: -4; Peg3 promoter: 18; HTR2A ag: 4; Shn3 inh set2: 13; CaV13 ICDI inh: -7; HIF-2a inh: 4; NR2E3 ag-1: -9; PDI turbidity: 10; TRPM1 prom inh: 10; NR2E3 ag-2: 3

Results for COc1cc(OC)cc(C(=O)N[C@H](C(=O)Nc2ccccc2N2CCOCC2)C(C)C)c1 ?
hiPSC survival: -1.3; Cardio protect: 7; Peg3 promoter: 22; HTR2A ag: -2; Shn3 inh set2: 4; CaV13 ICDI inh: -3; HIF-2a inh: 19; NR2E3 ag-1: -17; PDI turbidity: 5; TRPM1 prom inh: 10; NR2E3 ag-2: -1

Results for COC(=O)c1ccc(CSc2nc3ccccc3[nH]2)o1 ?
hiPSC survival: -2.5; Cardio protect: 5; Peg3 promoter: -62; HTR2A ag: -1; Shn3 inh set2: -16; CaV13 ICDI inh: -5; HIF-2a inh: -59; NR2E3 ag-1: -9; PDI turbidity: -7; TRPM1 prom inh: -23; NR2E3 ag-2: 1

What do the screens show for `CC(=O)Nc1ccc(S(=O)(=O)NCC2CCC(C(=O)N3CCN(c4ccccn4)CC3)CC2)cc1` (centres undefined)?
hiPSC survival: -0.9; Cardio protect: 2; Peg3 promoter: 1; HTR2A ag: 1; Shn3 inh set2: -17; CaV13 ICDI inh: -5; HIF-2a inh: 6; NR2E3 ag-1: -9; PDI turbidity: 8; TRPM1 prom inh: -6; NR2E3 ag-2: 3

Results for CCN(CC)c1ccc(/C=N/NC(=O)c2c[nH]c3ccccc23)cc1 ?
hiPSC survival: -1.0; Cardio protect: -1; Peg3 promoter: -41; HTR2A ag: -2; Shn3 inh set2: 14; CaV13 ICDI inh: -3; HIF-2a inh: -48; NR2E3 ag-1: -3; PDI turbidity: 2; TRPM1 prom inh: 3; NR2E3 ag-2: 1

How did O=C(Nc1ccccc1F)C(=O)c1cn(CC(=O)N2CCCCC2)c2ccccc12 do in these assays?
hiPSC survival: -0.3; Cardio protect: -4; Peg3 promoter: -68; HTR2A ag: 1; Shn3 inh set2: -32; CaV13 ICDI inh: -1; HIF-2a inh: -64; NR2E3 ag-1: -55; PDI turbidity: 2; TRPM1 prom inh: 5; NR2E3 ag-2: 0

How did Cc1cc(C)n(CC(=O)N2CCCC(N3CCN(Cc4ccc5c(c4)OCO5)CC3)C2)n1 (centres undefined) do in these assays?
hiPSC survival: -0.2; Cardio protect: -2; Peg3 promoter: 15; HTR2A ag: -11; Shn3 inh set2: 13; CaV13 ICDI inh: -8; HIF-2a inh: 1; NR2E3 ag-1: 1; PDI turbidity: 4; TRPM1 prom inh: -8; NR2E3 ag-2: 3

Results for O=C(O)CCc1ccc(-c2cccs2)n1NC(=O)c1ccccc1Br ?
hiPSC survival: 4.1; Cardio protect: -2; Peg3 promoter: 12; HTR2A ag: -1; Shn3 inh set2: 1; CaV13 ICDI inh: -4; HIF-2a inh: 11; NR2E3 ag-1: -2; PDI turbidity: 1; TRPM1 prom inh: 7; NR2E3 ag-2: 0

How did Cc1ccc(OCC(=O)NNC(=O)c2cc3ccccc3o2)cc1C do in these assays?
hiPSC survival: 0.0; Cardio protect: -8; Peg3 promoter: 15; HTR2A ag: 0; Shn3 inh set2: 5; CaV13 ICDI inh: -5; HIF-2a inh: 7; NR2E3 ag-1: -13; PDI turbidity: -8; TRPM1 prom inh: 6; NR2E3 ag-2: -1

How did CCCCC(CC)C(=O)Nc1cc(=O)[nH]c2nc3ccccc3n12 (centres undefined) do in these assays?
hiPSC survival: -0.6; Cardio protect: -4; Peg3 promoter: 14; HTR2A ag: -1; Shn3 inh set2: 6; CaV13 ICDI inh: -15; HIF-2a inh: 20; NR2E3 ag-1: -12; PDI turbidity: 2; TRPM1 prom inh: -13; NR2E3 ag-2: 2

Of the compounds above, these contain a thiophene ring, fused or not:
How did CCOc1nnnc2c1sc1nc(N3CCOCC3)c3c(c12)CCCC3 do in these assays?
hiPSC survival: -1.9; Cardio protect: 40; Peg3 promoter: 19; HTR2A ag: 2; Shn3 inh set2: 19; HIF-2a inh: -11; NR2E3 ag-1: -13; PDI turbidity: -6; TRPM1 prom inh: -4; NR2E3 ag-2: 4

Results for O=C(O)CCc1ccc(-c2cccs2)n1NC(=O)c1ccccc1Br ?
hiPSC survival: 4.1; Cardio protect: -2; Peg3 promoter: 12; HTR2A ag: -1; Shn3 inh set2: 1; CaV13 ICDI inh: -4; HIF-2a inh: 11; NR2E3 ag-1: -2; PDI turbidity: 1; TRPM1 prom inh: 7; NR2E3 ag-2: 0

Retrieved by structure from the list above (2):
How did Cc1ccc(OCC(=O)NNC(=O)c2cc3ccccc3o2)cc1C do in these assays?
hiPSC survival: 0.0; Cardio protect: -8; Peg3 promoter: 15; HTR2A ag: 0; Shn3 inh set2: 5; CaV13 ICDI inh: -5; HIF-2a inh: 7; NR2E3 ag-1: -13; PDI turbidity: -8; TRPM1 prom inh: 6; NR2E3 ag-2: -1

Results for O=C(O)CCc1ccc(-c2cccs2)n1NC(=O)c1ccccc1Br ?
hiPSC survival: 4.1; Cardio protect: -2; Peg3 promoter: 12; HTR2A ag: -1; Shn3 inh set2: 1; CaV13 ICDI inh: -4; HIF-2a inh: 11; NR2E3 ag-1: -2; PDI turbidity: 1; TRPM1 prom inh: 7; NR2E3 ag-2: 0

Bioassay records deposited in PubChem BioAssay by several laboratories.
